RAD52 inh: blocks human RAD52 DNA annealing; recombinant RAD52 DNA annealing, FRET fluorescence; inhibition, % at 18.7 µM; 360,000 tested, 0.46% active; P43351;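 active means every replicate showing at least 50% inhibition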
E-selectin induc: E-selectin induction on HUVECs; P16581; HUVEC E-selectin immunofluorescence imaging; normalized: neutral wells 0, TNF-alpha wells 100; activation, % at 7.58 µM; 260,000 tested, 0.37% active;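 active means mean E-selectin-positive cell signal at least 10% of the positive control, reached in at least 60% of replicates, without over 20% cell loss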;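 further: in these data hits start at about 27%; measured in HUVEC primary endothelial cells; signal is the percent of cells scored E-selectin positive by PE staining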
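Test system: HUVEC; input: 3,000 HUVEC/well; measured by: immunofluorescence imaging; read-out: % PE-positive cells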
ERAP1 HTS inh: ERAP1 (human) enzyme inhibition. inhibition, % at 10.7 µM. recombinant ERAP1, Leu-AMC fluorescence, 60 min. 340,000 tested, 0.15% active. AID 652197;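 active means mean replicate inhibition of at least 30%, or all replicates individually reaching that 30% level; inactive means mean below 30% and not every replicate reaching it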;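 further: 0% = neutral control wells and 100% = L-leucinethiol positive control wells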
ERp5 inh: blocks human ERp5 reductase activity on insulin. Q15084. ERp5 insulin aggregation, absorbance 650 nm, 90 min. inhibition, % at 9.99 µM. 350,000 tested, 0.05% active;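 active means mean replicate inhibition above about 25%, with every replicate also reaching it, limit read from the data, passing the limit was not always enough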
esBAF inh: inhibitors of esBAF chromatin remodeling in mouse ES cells. Bmi1-luciferase knock-in reporter, 24 h; 100% = twice the neutral-well signal. reporter increase, % at 12.5 µM. 350,000 tested, 2% active; in the data active means activation above about 40%;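 further: 0% = median of the plate's neutral control wells and 100% = double that signal; a rise in the Bmi1 reporter signal indicates esBAF inhibition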
Xi reactivation: X-chromosome reactivation activator | 360,000 tested, 0.055% active | activation, % at 7.58 µM | XiGFP mouse fibroblasts, % GFP-positive cells imaging, 3 d; cells co-treated with 5-aza-dC sensitizer; scaled so ellipticine positive control = 100% | AID 743238;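 active means mean normalized replicate activation at least 10% and every replicate at or above 10%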;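 further: 0% = median of on-plate neutral control wells and 100% = ellipticine 6 µM median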
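material = 68-5-11 XiGFP fibroblast line | medium = DMEM plus 5-aza-dC sensitizer | schedule = 3 days compound exposure | benchmarks = positive control ellipticine, 6 µM final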
RAD54 branch: RAD54 (human) branch migration inhibition; Q92698; RAD54 Holliday junction branch migration, FAM/BHQ fluorescence; inhibition, % at 10.4 µM; 360,000 tested, 0.14% active;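 active means mean normalized replicate activity at least 40 and at least half of replicates scoring 40 or more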;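 further: 0% = median of neutral control wells and 100% = median of positive control wells; inhibitors cause a drop in the FAM fluorescence signal; in these data hits start at about 50%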
Target sequence (Q92698 whole entry, looked up): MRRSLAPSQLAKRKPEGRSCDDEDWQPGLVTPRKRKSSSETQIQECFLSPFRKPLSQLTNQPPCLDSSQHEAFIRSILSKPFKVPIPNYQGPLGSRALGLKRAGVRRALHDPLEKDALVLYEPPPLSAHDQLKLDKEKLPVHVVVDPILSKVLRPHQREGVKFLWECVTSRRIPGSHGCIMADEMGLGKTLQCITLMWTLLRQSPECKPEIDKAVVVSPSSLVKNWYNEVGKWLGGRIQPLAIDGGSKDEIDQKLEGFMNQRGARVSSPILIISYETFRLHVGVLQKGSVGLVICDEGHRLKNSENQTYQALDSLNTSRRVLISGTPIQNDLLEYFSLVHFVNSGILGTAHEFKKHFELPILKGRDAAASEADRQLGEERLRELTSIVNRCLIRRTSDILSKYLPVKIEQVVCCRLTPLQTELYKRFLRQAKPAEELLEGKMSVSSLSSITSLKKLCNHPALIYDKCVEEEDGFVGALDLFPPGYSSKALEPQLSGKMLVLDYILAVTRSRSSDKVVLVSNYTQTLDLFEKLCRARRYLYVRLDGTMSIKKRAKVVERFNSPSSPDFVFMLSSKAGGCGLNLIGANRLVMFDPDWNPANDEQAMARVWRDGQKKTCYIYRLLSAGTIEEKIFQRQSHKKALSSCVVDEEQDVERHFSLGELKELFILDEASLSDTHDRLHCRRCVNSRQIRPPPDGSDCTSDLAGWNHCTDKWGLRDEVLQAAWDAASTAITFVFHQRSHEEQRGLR
S100A4 inh HTS: blocks human S100A4 binding to myosin IIA peptide; P26447; S100A4/TAMRA-MyoIIA peptide fluorescence polarization; inhibition, % at 10.7 µM; 360,000 tested, 0.14% active;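 active means mean inhibition of at least 70% across replicates, with every replicate also reaching that level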
Target sequence (P26447 whole entry, looked up): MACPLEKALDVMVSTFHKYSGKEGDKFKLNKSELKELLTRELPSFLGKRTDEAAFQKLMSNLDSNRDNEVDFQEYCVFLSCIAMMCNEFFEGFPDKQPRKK
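Material: S100A4 monomer protein / Buffer or medium: 50 mM HEPES pH 7.2, 10 mM CaCl2, 100 mM KCl / Times: 5 min incubation before reading / Benchmarks: neutral control DMSO, positive control TFP / Reagent: labelled myosin peptide probe, 5 nM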
* = called active by the depositor; . = not tested or not shown; & = joins results of further samples.

mol | Xi reactivation | S100A4 inh HTS | RAD52 inh | ERp5 inh | esBAF inh | ERAP1 HTS inh | RAD54 branch | E-selectin induc
N#C[C@H]1[C@H](c2ccc(-c3cccc(F)c3)cc2)[C@@H](CO)N1S(=O)(=O)c1cccc(F)c1 | 0.1 | -5 | -68 | -3 | -4 | 0 | -9 | 0.1
O=C(c1ccccn1)N1C[C@@H]2[C@H](c3ccccc31)[C@H](CO)N2C(=O)c1ccccn1 | 0.0 | . | . | . | 1 | . | 3 | 0.1
Cc1noc(C)c1NC(=O)N[C@H]1CC[C@@H](CCNC(=O)C2CCOCC2)O[C@@H]1CO | -0.1 | 10 | 9 | -1 | -4 | -2 | 0 | 1.6
CC1CCCN(C(=O)CSCC(=O)Nc2nc(-c3cccs3)cs2)C1 (centres undefined) | 0.1 | -1 | -21 | -7 | 12 | 8 | -1 | 0.5
COCCNC(=O)NC(=O)COC(=O)c1ccc2[nH]c3c(c2c1)CCCC3 | 0.0 | -30 | -9 | -2 | . | -3 | . | 4.1
CSc1nc(N)c2cn[nH]c2n1 | 0.0 | 9 | -4 | -2 | -1 | -3 | 5 | 5.3
CCCCNC(=S)N(Cc1c(C)noc1C)c1ccccc1 | 0.2 | 0 | -1 | -9 | -7 | 6 | 5 | 3.3
CC(C)(C)SCCNS(=O)(=O)c1ccc(C#N)cc1 | 0.0 | -2 | -4 | 5 | . | 0 | . | -0.1
CC(C)CC#Cc1cnc2c(c1)C(=O)N([C@H](C)CO)C[C@H](C)[C@@H](CN(C)C(=O)Nc1cc(F)ccc1F)O2 | -0.1 | 4 | -1 | -1 | 5 | -2 | 2 | 0.2
CCCc1ccc(S(=O)(=O)N2CCN(C(=O)c3cc(C)on3)CC2)cc1 | -0.2 | -5 | -12 | -4 | -1 | -2 | 4 | -0.2
Cc1ccc(NC(=O)NN2CCN(C)CC2)cc1C | 0.2 | -6 | -7 | -2 | 1 | 5 | -1 | .
COc1ccc([N+](=O)[O-])c(O)c1C(C)=O | 0.1 | -15 | -10 | 3 | 8 | -6 | 7 | 0.1
C[C@H](CO)N1C[C@H](C)[C@H](CN(C)CC2CC2)Oc2ccc(NC(=O)Nc3ccccc3)cc2CC1=O | 0.3 | -8 | 8 | 3 | 7 | -1 | -3 | 0.5
CCN(CC)C(=O)c1sc2[nH]c(=S)n(-c3ccccc3)c(=O)c2c1C | . | 0 | -15 | 0 | 4 | 1 | -5 | .
Cc1cc(C)cc(N(C(=O)c2ccccn2)C(C(=O)NC2CCCCC2)c2ccncc2)c1 (centres undefined) | 0.0 | -2 | 12 | 2 | -9 | -1 | -14 | .

Continuation.
mol | Xi reactivation | S100A4 inh HTS | RAD52 inh | ERp5 inh | esBAF inh | ERAP1 HTS inh | RAD54 branch | E-selectin induc
Cc1cc(C(=O)Nc2c(C)cccc2C)n(-c2ccccc2)n1 | 0.0 | -1 | -9 | -3 | -1 | -3 | 5 | 0.1
Cc1cc(S(=O)(=O)Nc2ncnc3sccc23)ccc1F | -0.1 | 0 | -34 | 2 | 3 | -2 | -3 | 0.0
COc1ccc(OC)c(Nc2ncnc3sccc23)c1 | 0.0 | -4 | -7 | 2 | 7 | 2 | 8 | 0.0
CCCN(C)C[C@@H]1Oc2cc(C#CC(C)(C)O)ccc2S(=O)(=O)N([C@@H](C)CO)C[C@@H]1C | 0.4 | 4 | 3 | 0 | -8 | 1 | -5 | -0.1
COc1ccc2c(C)c(Cc3ccccc3)c(=O)oc2c1OC | 0.0 | 6 | -14 | -1 | . | -2 | . | 0.0
Cc1noc(C)c1NC(=O)Nc1ccc2c(c1)CC(=O)N([C@H](C)CO)C[C@H](C)[C@H](CN(C)Cc1ccc3c(c1)OCO3)O2 | 0.4 | -6 | 2 | 1 | -6 | -1 | 20 | .
Cc1cccc(C)c1NC(=O)C1c2ccccc2OCC(=O)N1Cc1ccc2c(c1)OCO2 (centres undefined) | -0.1 | -14 | -7 | 2 | . | . | . | 0.2
C[C@H]1CCCCO[C@H](CN(C)Cc2ccncc2)[C@@H](C)CN([C@@H](C)CO)C(=O)c2cc(NC(=O)C3CCCCC3)ccc2O1 | 0.1 | 4 | 4 | 3 | -8 | -1 | -1 | -0.1
O=C(Nc1cccnc1)c1cc(-c2ccc(Cl)c(Cl)c2)on1 | 0.0 | -10 | -15 | -5 | 7 | -3 | -7 | 0.5
CCOc1ccc(C(CC(=O)O)NC(=O)COc2ccc3ccccc3c2)cc1OC (centres undefined) | -0.1 | -2 | -3 | 1 | 4 | 4 | 2 | -0.1
NC(=O)C1(NC2CCCCC2)CCN(Cc2ccccc2)CC1 | 0.1 | -2 | -18 | 6 | 0 | 0 | -9 | 0.2
CC1C(C)N(C(=O)CCCl)c2ccccc2N1C(=O)CCCl (centres undefined) | 0.0 | 5 | -3 | 4 | 1 | -6 | 6 | -0.2
CNC(=O)N1CCC(C(=O)c2c(C)c(C)c(C)c(C)c2C)CC1 | 0.2 | 0 | -6 | 3 | 6 | 0 | -4 | .
C=CCCOc1ccccc1C(N)=O | 0.2 | -10 | -1 | 3 | -6 | . | -2 | 0.8
CCO[C@@H]1OC(C(=O)NCc2ccccc2)=C[C@H](c2ccccc2)[C@H]1CCCO | 0.4 | 5 | -3 | 4 | 5 | -1 | -7 | -0.2

Next records follow:
mol | Xi reactivation | S100A4 inh HTS | RAD52 inh | ERp5 inh | esBAF inh | ERAP1 HTS inh | RAD54 branch | E-selectin induc
C[C@@H]1CN([C@H](C)CO)C(=O)c2cccc(NS(=O)(=O)c3ccccc3)c2O[C@H]1CN(C)S(=O)(=O)c1cn(C)cn1 | 0.0 | -5 | 8 | 14 | 0 | -4 | -3 | -0.1
COc1ccc(N2CC(C(=O)N[C@H](C(=O)NC(C)c3ccccc3)C(C)C)CC2=O)cc1 (some centres undefined) | 0.4 | -2 | -9 | 4 | -3 | 0 | 3 | .
COc1cc(C(=O)Nc2ccc3c(c2)N(C(=O)CCN(C)C)c2ccccc2CC3)cc(OC)c1OC | 0.1 | 12 | 20 | 2 | . | -4 | . | .
COc1ccc2nc(SCC(=O)NC3(C#N)CCCCC3)[nH]c2c1 | 0.2 | -1 | -19 | -2 | . | -5 | . | .
N#C[C@H]1[C@H](c2ccc(-c3cccc(F)c3)cc2)[C@@H](CO)N1C(=O)c1cccnc1 | 0.5 | 0 | -14 | -6 | -2 | -3 | -1 | -0.2
CC(C)NC(=O)N[C@H]1CC[C@H](CCNS(=O)(=O)c2ccc(F)cc2)O[C@@H]1CO | 0.9 | -20 | -16 | 1 | 2 | 0 | 4 | -0.2
COC(=O)c1ccc([C@H]2C=C(C(=O)O)O[C@@H](OCc3ccc(CO)cc3)C2)cc1 | 0.1 | -1 | -14 | -1 | 2 | -1 | -4 | -0.1
O=C(COC(=O)C1CCCCC1)Nc1ccc([N+](=O)[O-])cc1 | 0.3 | -4 | -12 | 3 | . | 2 | . | -0.1
COc1ccc(Cl)cc1NC(=O)CC(=O)Nc1cc(Cl)ccc1OC | 0.0 | -9 | -20 | 4 | 9 | -3 | 5 | -0.1
O=C(NC1CC(=O)c2sccc21)c1ccc(Cl)cc1Cl (centres undefined) | 0.6 | -2 | -14 | 5 | 43* | 7 | 7 | .
Cc1ccccc1NS(=O)(=O)c1cc(OCC(N)=O)c(C)cc1Cl | 0.2 | -5 | -10 | 9 | -5 | -5 | . | 3.6
COc1cc(C(=O)NCc2ccc3c(c2)cc(C)n3C)cc(OC)c1OC | 0.1 | 6 | 5 | 0 | . | -5 | . | -0.4
CC(C)NC(=O)N(C)C[C@H]1Oc2c(NC(=O)Nc3ccc4c(c3)OCO4)cccc2C(=O)N([C@H](C)CO)C[C@H]1C | -1.2 | . | . | . | 7 | . | -5 | -0.1
CCCn1c(SCc2ccc(C(=O)OC)o2)nc2ccccc2c1=O | 0.4 | -1 | -11 | 0 | -4 | -1 | 10 | .
COCC(=O)Nc1ccc2c(c1)C(=O)N(C)[C@@H]1CC[C@H](CC(=O)NC3CCCC3)O[C@@H]1CO2 | 0.1 | . | . | . | 3 | . | -10 | -0.1

Some of the entries above, set out differently.
compound: Cc1noc(C)c1NC(=O)N[C@H]1CC[C@@H](CCNC(=O)C2CCOCC2)O[C@@H]1CO
  Xi reactivation = -0.1	S100A4 inh HTS = 10	RAD52 inh = 9	ERp5 inh = -1	esBAF inh = -4	ERAP1 HTS inh = -2	RAD54 branch = 0	E-selectin induc = 1.6
compound: CC1CCCN(C(=O)CSCC(=O)Nc2nc(-c3cccs3)cs2)C1 (centres undefined)
  Xi reactivation = 0.1	S100A4 inh HTS = -1	RAD52 inh = -21	ERp5 inh = -7	esBAF inh = 12	ERAP1 HTS inh = 8	RAD54 branch = -1	E-selectin induc = 0.5
compound: COCCNC(=O)NC(=O)COC(=O)c1ccc2[nH]c3c(c2c1)CCCC3
  Xi reactivation = 0.0	S100A4 inh HTS = -30	RAD52 inh = -9	ERp5 inh = -2	esBAF inh = .	ERAP1 HTS inh = -3	RAD54 branch = .	E-selectin induc = 4.1
compound: CSc1nc(N)c2cn[nH]c2n1
  Xi reactivation = 0.0	S100A4 inh HTS = 9	RAD52 inh = -4	ERp5 inh = -2	esBAF inh = -1	ERAP1 HTS inh = -3	RAD54 branch = 5	E-selectin induc = 5.3

Next records
mol | Xi reactivation | S100A4 inh HTS | RAD52 inh | ERp5 inh | esBAF inh | ERAP1 HTS inh | RAD54 branch | E-selectin induc
O=C(CN1CCOCC1)N1CCCCN2[C@H](CO)[C@H](c3ccc(-c4ccccc4F)cc3)[C@H]2C1 | 0.0 | 0 | -6 | -5 | -10 | 0 | 8 | 0.1
COc1ccccc1C(=O)NCC(C)(C)CN=C1NS(=O)(=O)c2ccccc21 | 0.4 | -2 | -4 | -5 | -2 | 2 | -8 | 0.6
Cc1onc(-c2ccccc2Cl)c1C(=O)N1CC(C)OC(C)C1 (centres undefined) | . | -4 | -15 | 1 | -2 | -8 | 0 | .
Cc1cc(C)c(-c2csc(NC(=O)CCCc3nc4ccccc4c(=O)[nH]3)n2)c(C)c1 | -0.1 | -4 | -16 | -2 | -17 | 3 | 7 | 2.7
CC(CC(=O)O)C(=O)c1ccc(Cl)c([N+](=O)[O-])c1 (centres undefined) | 0.0 | -2 | 1 | 1 | -1 | -2 | 4 | -3.2
O=C(Nc1nc(-c2ccc3c(c2)OCO3)cs1)C1COc2ccccc2O1 (centres undefined) | 0.1 | 2 | -9 | -1 | -8 | 4 | 2 | .
CN1CCN(C(=O)c2ccc(S(=O)(=O)N(C)c3ccccc3)cc2)CC1 | 0.2 | 5 | -7 | -5 | -2 | -2 | 19 | -0.2
C[C@@H]1CN([C@@H](C)CO)C(=O)Cc2cc(NS(=O)(=O)c3cccs3)ccc2O[C@H]1CN(C)Cc1ccc(Cl)c(Cl)c1 | -0.1 | -8 | 51* | -3 | 1 | 0 | -2 | -1.5
CCc1cccc(CC)c1NC(=O)CN1CCN(S(=O)(=O)c2ccccc2)CC1 | 0.0 | 2 | -15 | 3 | . | -2 | -8 | -0.2
CC(C)NC(=O)N(C)C[C@H]1Oc2ccc(NC(=O)CCCCCC(=O)Nc3ccccc3N)cc2CC(=O)N([C@H](C)CO)C[C@@H]1C | 0.1 | -3 | -2 | 1 | . | 0 | . | 0.3
C[C@@H]1CN([C@H](C)CO)C(=O)c2ccccc2-c2ccccc2CO[C@H]1CN(C)S(=O)(=O)c1cccc(F)c1 | -1.3 | 0 | 6 | 10 | -8 | 0 | -1 | 0.6
CCCN(C)C[C@@H]1Oc2cc(C#Cc3ccncc3)ccc2S(=O)(=O)N([C@H](C)CO)C[C@@H]1C | 0.3 | -5 | 4 | 12 | 3 | 2 | 2 | -0.2
CNC[C@H]1Oc2ccc(NC(=O)Nc3ccccc3)cc2CC(=O)N([C@H](C)CO)C[C@H]1C | 0.0&-0.1 | 0&-6 | 1&-72 | -1&-8 | 1&2 | 3&12 | 2&6 | -0.4&0.2
CCC(=O)Nc1cc(C(=O)O)ccc1Sc1ccccc1 | 0.0 | -3 | -16 | 2 | . | 0 | . | .
